Screening results (PubChem)
TRPC4 act: activators of mouse TRPC4 channel, primary screen, Fluo4 calcium, HEK293 TRPC4beta/mu-opioid cells; Fluo4 calcium fluorescence; hits give high values; hit rate 0.49% among 310,000; Short transient receptor potential channel 4 (Mus musculus), Q9QUQ5; B-score at 10 µM;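 active means B-score above 5 SD of library B-scores, and initial fluorescence ratio not above library mean plus 5 SD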;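 further: positive B-score marks a calcium rise read as TRPC4 activation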
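Assay system: HEK293 cells stably co-expressing mouse TRPC4beta and mu-opioid receptor / Timing: Fluo4 dye loading 45 min at room temperature, 110 s recording / Signal: Fluo4 calcium-sensitive dye fluorescence, kinetic, 1 Hz baseline / Read-out: integrated baseline-normalised fluorescence ratio, converted to per-well B score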
MrgX1 ag: agonists of human MrgX1 receptor, primary screen, HEK293 cells, Fluo-4 calcium flux. Mas-related G-protein coupled receptor member X1 (Homo sapiens), Q96LB2. Fluo-4 calcium fluorescence, agonist mode; hits give high values. B-score at 10 µM. hit rate 0.44% among 310,000. AID 588627, 2011;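 active means calcium response B-score plate-corrected fluorescence ratio at least 3 library SD, with starting fluorescence B-score inside 5 SD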
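Assay system: MrgX1-expressing HEK293 cells / Amount: fifteen thousand cells per well / Doses: test compound in the initial addition of three / Timing: cells plated overnight, dye loaded 0.5 h 37 °C, 0.5 h room temperature / Technique: kinetic calcium dye fluorescence, Fluo-4 NW / Control set: positive and negative controls per plate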
MrgX1 allo act: positive allosteric modulators of MrgX1, primary screen, HEK293 cells, Fluo-4 calcium flux | Mas-related G-protein coupled receptor member X1 (Homo sapiens), Q96LB2 | FDSS; hits give high values | B-score at 10 µM | hit rate 0.63% among 310,000;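 active means plate-corrected calcium response at least 3 library SD above typical, normal starting fluorescence, not activating the receptor alone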;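 further: compound read alongside a low EC10 to EC30 dose of BAM8-22 agonist; peak minus trough fluorescence over baseline measured at the second addition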
TRPC6 act: mouse TRPC6 channel activators, primary screen, cell-based, HEK293, membrane potential dye; hit rate 0.13% among 310,000; B-score at 10 µM; Short transient receptor potential channel 6 (Mus musculus), Q61143; HEK293-TRPC6 membrane potential dye fluorescence; hits give high values;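 active means B-score of the integrated fluorescence ratio above library mean plus 3 SD, and starting fluorescence ratio within library mean plus 5 SD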;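 further: higher score means more depolarization so channel activation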
Target sequence (Q61143 whole entry, looked up): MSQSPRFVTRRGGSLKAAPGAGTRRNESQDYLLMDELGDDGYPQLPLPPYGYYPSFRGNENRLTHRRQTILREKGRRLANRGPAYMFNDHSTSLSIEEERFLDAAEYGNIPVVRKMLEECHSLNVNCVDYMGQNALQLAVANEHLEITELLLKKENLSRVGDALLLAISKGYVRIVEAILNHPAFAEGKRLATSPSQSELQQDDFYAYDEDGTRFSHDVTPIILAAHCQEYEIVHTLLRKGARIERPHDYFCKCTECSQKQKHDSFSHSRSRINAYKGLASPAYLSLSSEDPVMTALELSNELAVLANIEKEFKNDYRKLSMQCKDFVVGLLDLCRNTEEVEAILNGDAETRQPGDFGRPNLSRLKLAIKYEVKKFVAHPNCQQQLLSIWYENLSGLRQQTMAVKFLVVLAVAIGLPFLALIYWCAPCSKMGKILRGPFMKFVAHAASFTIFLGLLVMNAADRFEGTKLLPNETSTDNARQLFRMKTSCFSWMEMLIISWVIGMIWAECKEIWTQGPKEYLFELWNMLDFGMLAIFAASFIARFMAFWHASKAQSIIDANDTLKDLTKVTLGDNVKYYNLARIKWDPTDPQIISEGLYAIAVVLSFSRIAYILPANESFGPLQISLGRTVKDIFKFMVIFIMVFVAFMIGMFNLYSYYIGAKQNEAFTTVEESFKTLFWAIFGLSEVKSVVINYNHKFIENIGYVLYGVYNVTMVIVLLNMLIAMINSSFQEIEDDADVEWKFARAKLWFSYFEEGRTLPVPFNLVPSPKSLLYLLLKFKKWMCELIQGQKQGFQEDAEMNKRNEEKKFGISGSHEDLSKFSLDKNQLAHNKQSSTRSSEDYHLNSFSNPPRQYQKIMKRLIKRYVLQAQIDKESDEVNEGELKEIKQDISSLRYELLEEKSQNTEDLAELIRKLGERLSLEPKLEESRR
MrgX1 antag: antagonists of human MrgX1 receptor, primary screen, HEK293 cells, Fluo-4 calcium flux. Mas-related G-protein coupled receptor member X1 (Homo sapiens), Q96LB2. BAM8-22 antagonism; hits give low values. B-score at 10 µM. hit rate 1.3% among 310,000. AID 588676, 2011;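 active means calcium-response B-score plate-corrected more than 3 library SD below zero, starting fluorescence within 5 deviations, no agonist response on first addition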;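 further: peak minus trough fluorescence over baseline after final BAM8-22 challenge near maximal dose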
TRPC6 inh: mouse TRPC6 channel inhibitors, primary screen, cell-based, HEK293, membrane potential dye | AID 2553, 2010 | hit rate 1.1% among 310,000 | ACh-evoked depolarization; hits give low values | Short transient receptor potential channel 6 (Mus musculus), Q61143 | B-score at 10 µM;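 active means B-score under library mean minus 3 SD, initial fluorescence not abnormally high, positive integrated signal ratio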;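 further: B-score derived from integrated fluorescence ratio over the kinetic read; more negative B-score means stronger inhibition of depolarization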
TRPC4 potent: positive allosteric modulators of TRPC4, primary screen, cell-based, mouse TRPC4beta, HEK293 mu-opioid, Fluo-4 calcium. DAMGO EC20, Fluo-4 Ca2+ flux; hits give high values. hit rate 0.42% among 310,000. B-score at 10 µM. Short transient receptor potential channel 4 (Mus musculus), Q9QUQ5;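 active means B-score of calcium response area above 5 SD of library B-scores, with initial fluorescence ratio within 5 SD of library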;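 further: B-score of integrated fluorescence ratio over time as area under calcium response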
ANO1 activ: TMEM16A chloride channel activators or potentiators, primary screen, cell-based, HTS; HEK293 TMEM16A/YFP-H148Q/I152L, iodide quench fluorescence; hits give low values; AID 623877, 2012; hit rate 0.3% among 340,000; B-score at 10 µM;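 active means fluorescence-ratio B-score plate-corrected deviation score at least 3 library SD below zero, with starting fluorescence score within 5 deviations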;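 further: channel opened by trigger with iodide after compound preincubation; score built on the fluorescence ratio of max minus min over baseline; more negative score means more quench and so TMEM16A activation or potentiation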
RGS4 block: RGS4 inhibitors, primary screen, cell-based, HEK293 M3R inducible RGS4, calcium flux; Regulator of G-protein signaling 4 (Homo sapiens), P49798; hit rate 0.45% among 310,000; Fluo-4 calcium flux; hits give high values; triggered by carbachol at its EC20; B-score at 10 µM;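 active means B-score, a plate-corrected calcium signal, over three deviations above library mean, with baseline fluorescence within five deviations of library mean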;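 further: RGS4 expression induced by doxycycline in cells with stable M3 receptor; B-score is computed from the integrated fluorescence ratio over baseline after carbachol; higher B-score means a larger calcium signal and so more RGS4 inhibition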
Target sequence (P49798 whole entry, looked up): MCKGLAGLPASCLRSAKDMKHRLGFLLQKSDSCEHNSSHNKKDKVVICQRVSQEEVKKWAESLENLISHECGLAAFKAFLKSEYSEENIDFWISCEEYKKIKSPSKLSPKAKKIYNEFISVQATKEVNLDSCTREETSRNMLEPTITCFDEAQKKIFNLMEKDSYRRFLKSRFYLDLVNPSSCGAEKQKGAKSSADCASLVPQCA
ANO1 block: TMEM16A chloride channel inhibitors, primary screen, cell-based, HTS | hit rate 1.2% among 310,000 | HEK293 TMEM16A/YFP iodide influx fluorescence, ionomycin | normalized B-score (activity score, 25-100; higher = stronger inhibition) at 10 µM | AID 588511, 2011;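 active means ratio plate-corrected score three or more library SD toward inhibition, starting fluorescence score within five deviations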;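 further: score derived from kinetic fluorescence span divided by baseline fluorescence per well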
TRPC4 block: inhibitors of mouse TRPC4 channel, primary screen, Fluo4 calcium, HEK293 TRPC4beta/mu-opioid cells; Short transient receptor potential channel 4 (Mus musculus), Q9QUQ5; DAMGO-evoked Fluo4 calcium flux; hits give low values; B-score at 10 µM; hit rate 0.39% among 300,000; AID 2247, 2010;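 active means B-score over 3 SD under the library average, no early fluorescence shift, positive overall ratio signal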
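material = TRPC4beta/mu-opioid receptor HEK293 cell line | probe or stimulus = sequential submaximal and maximal DAMGO stimulation | compound dosing = one concentration per compound | measured by = Fluo4 Ca2+ flux fluorescence | evaluation = integrated fluorescence ratio relative to baseline, converted to per-well B score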
Numbers without * were called inactive; i = inactive; nt = not tested or not shown.

Every second line gives: TRPC4 act, MrgX1 ag, MrgX1 allo act, TRPC6 act, MrgX1 antag, TRPC6 inh, TRPC4 potent, ANO1 activ, RGS4 block, ANO1 block, TRPC4 block
[1] CCC1CCCCN1Cc1c(O)ccc2c(=O)c(-c3ccccc3)coc12 (configuration not stated)
→ i, i, i, i, i, i, i, i, i, i, i
[2] CCOc1cc(C(=O)Nc2cc3c(cc2N2CCCC2)n(C)c(=O)n3C)cc(OCC)c1OCC
→ i, i, i, i, i, i, i, i, i, i, i
[3] Cc1ccc(OCC(=O)NCc2cccs2)c([N+](=O)[O-])n1
→ i, i, i, i, i, i, i, i, i, i, i
[4] O=C(NCc1nnc(SCC(=O)N2CCC(Cc3ccccc3)CC2)o1)c1ccccc1F
→ i, i, i, i, i, i, i, i, i, i, i
[5] O=[N+]([O-])c1cc(Cl)cc(C2=NCCN2)c1
→ i, i, i, i, i, i, i, i, i, i, i
[6] COc1ccc(NS(=O)(=O)c2ccc3c(c2)NC(=O)C(C)S3)cc1 (configuration not stated)
→ i, i, i, i, i, i, i, i, i, i, i
[7] CCCNc1cc(=S)nc(N)[nH]1
→ i, i, i, i, i, i, i, i, i, i, i
[8] CC1Cc2ccccc2N1C(=O)CSc1nnnn1Cc1ccccc1 (configuration not stated)
→ i, i, i, i, i, i, i, i, i, i, i
[9] O=C(NCc1cccnc1)c1ccccc1Br
→ i, i, i, i, i, i, i, i, i, i, i
[10] O=C(CSC1=NC(=O)C(c2ccccc2)C(=O)N1)Nc1ccccc1[N+](=O)[O-] (configuration not stated)
→ i, i, i, i, i, i, i, i, i, i, i
[11] O=C(Nc1nc2ccc(F)cc2s1)c1cccs1
→ i, i, 9.3*, i, i, i, i, i, i, i, i
[12] NC1=NC(=O)S/C1=C\c1ccc(F)cc1
→ i, i, i, i, i, i, i, i, i, i, i
[13] O=C(N/C(=C\c1cccc(Br)c1)C(=O)N1CCOCC1)c1ccco1
→ i, i, i, i, i, i, i, i, i, i, i
[14] O=C(O)CCC(=O)Nc1ccc(N=Nc2ccccc2)cc1
→ i, nt, nt, i, nt, i, i, i, i, nt, i
[15] O=C(NCc1ccccc1)c1cc(S(=O)(=O)N2CCOCC2)ccc1F
→ i, i, i, i, i, i, i, i, i, i, i
[16] Cc1ccc(CC(NC(=O)c2ccccc2)C(=O)NC(Cc2ccccc2)C(=O)O)cc1 (configuration not stated)
→ i, i, i, i, i, i, i, i, i, i, i
[17] O=C(c1cccc(S(=O)(=O)N2CCN(c3ccccc3)CC2)c1)N1CC=C(c2ccccc2)CC1
→ i, i, i, i, i, i, i, i, i, i, i
[18] O=C(CCCCCNC(=O)c1ccccc1)N/N=C/c1ccccc1
→ i, i, i, i, i, i, i, i, i, i, i
[19] C=CCn1c(Cc2ccc(OC)cc2)nnc1SCC(=O)NCCc1ccccc1
→ i, i, i, i, i, i, i, i, i, i, i
[20] CCc1c(O)nc(SCC(=O)Nc2ccccc2C)n(-c2ccc(C)cc2)c1=O
→ i, i, i, i, i, i, i, i, i, i, i
[21] CCN(CC)C(=O)CSc1nc(O)cc(=O)n1-c1ccccc1OC
→ i, i, i, i, i, i, i, i, i, i, i
[22] COc1ccc(CN(C(=O)Cn2nnc3ccccc32)C(C(=O)NC(C)(C)C)c2ccco2)cc1 (configuration not stated)
→ i, i, i, i, i, i, i, i, i, i, i
[23] Cc1cccc2cc(-c3nc4ccc(C(=O)O)cc4[nH]3)c(=O)oc12
→ i, i, i, i, i, i, i, i, i, i, i
[24] CCCCNC(=S)N(Cc1ccco1)Cc1cc2cc3c(cc2[nH]c1=O)OCCO3
→ i, i, i, i, i, i, i, i, i, i, i
[25] Cc1cc(N2CCN(C)CC2)nc2ccc(NC(=O)CCC(=O)NCCC3=CCCCC3)cc12
→ nt, i, i, nt, i, nt, nt, i, nt, i, nt
[26] COCc1cccc(NC(=O)Cc2cccc3ccccc23)c1
→ i, i, i, i, i, i, i, i, i, i, i
[27] COc1ccc([N+](=O)[O-])cc1NC(=O)Cn1ccc(C(F)(F)F)n1
→ i, i, i, i, i, i, i, i, i, i, i
[28] COc1ccc(NC(=S)NCCSc2ccc(C)cc2)c(OC)c1
→ i, i, i, i, i, i, i, i, i, i, i
[29] CCOc1ccc(S(=O)(=O)c2c[nH]c3ccc(C)cc3c2=O)cc1
→ i, i, i, i, i, i, i, nt, i, i, i
[30] CCN(CC(=O)Nc1ccc(NC(C)=O)cc1)C(=O)c1cccc(-n2cccc2)c1
→ i, i, i, i, i, i, i, i, i, i, i
[31] Cc1cc(C)c2c(=O)[nH]c(SCC(=O)N(C)C)nc2n1
→ i, i, i, i, i, i, i, i, i, i, i
[32] CCCCOC(=O)NCN1C(=O)C2C3C=CC(C3)C2C1=O (configuration not stated)
→ i, i, i, i, i, i, i, i, i, i, i
[33] O=C(C1=NOC(CNc2ncc(C(F)(F)F)cc2Cl)C1)N1CCOCC1 (configuration not stated)
→ i, i, i, i, i, i, i, i, i, i, i
[34] O=C(Cn1nc2ccccc2n1)N/N=C/c1ccc(F)cc1
→ i, i, i, i, i, i, i, i, i, i, i
[35] O=C(NC(=S)N1CCN(C/C=C/c2ccccc2)CC1)c1cccnc1
→ i, i, i, i, i, i, i, i, i, i, i
[36] CS(=O)(=O)Nc1nnc(CCc2ccccc2)s1
→ i, i, i, i, i, i, i, i, i, i, i
[37] O=C(CC1NCCNC1=O)OCc1ccccc1 (configuration not stated)
→ i, i, i, i, i, i, i, i, i, i, i
[38] O=C(Nc1ccccc1Cl)N1CCN(c2ccc3nnc(-c4ccccc4)n3n2)CC1
→ i, i, i, i, i, i, i, i, i, i, i
[39] CC(C)(C#CC(O)(c1ccccc1)c1ccccc1)N1CCCCC1
→ i, i, i, i, i, i, i, i, i, i, i
[40] FC(F)(F)c1cc(C(F)(F)F)c2ccc(Oc3ccccc3)nc2n1
→ i, i, i, i, i, i, i, i, i, i, i
[41] CC(CNCC1CCCO1)COc1ccccc1 (configuration not stated)
→ i, i, i, i, i, i, i, i, i, i, i
[42] CC1=C/C(=N\S(=O)(=O)c2ccccc2)C(C(C)C)=CC1=O
→ i, i, i, i, i, i, i, i, i, i, i
[43] Cc1nc2cc3sc(C)nc3cc2s1
→ i, i, i, i, i, i, i, i, i, i, i
[44] Cc1c(NC(=O)c2ccccc2F)c(=O)n(-c2ccccc2)n1C
→ i, i, i, i, i, i, i, i, i, i, i
[45] CN1C(=O)SC(Nc2ccc(F)cc2)C1=O (configuration not stated)
→ i, i, i, i, i, i, i, i, i, i, i
[46] Cc1cc(C)n(C(=O)Cn2nc(C)c(Cl)c2C)n1
→ i, i, i, i, i, i, i, i, i, i, i
[47] CCOC(=O)C1=C(C)NC2(O)c3ccccc3C(=O)C12O (configuration not stated)
→ i, i, i, i, i, i, i, i, i, i, i
[48] COc1cccc(CNc2ccc([N+](=O)[O-])cc2C)c1
→ i, i, i, i, i, i, i, i, i, i, i
[49] O=C1OC(/C(=C\Nc2ccccc2)[N+](=O)[O-])c2ccccc21 (configuration not stated)
→ i, i, i, i, i, i, i, i, i, i, i
[50] CCn1c(COc2ccc3ccccc3c2C)nnc1SCC(=O)Nc1cccc(C(=O)O)c1
→ i, i, i, i, i, i, i, i, i, i, i
[51] Cc1cccc(-c2nc(CSCC(=O)NCc3cccs3)c(C)o2)c1
→ i, i, i, i, i, i, i, i, i, i, i
[52] O=C(NCc1ccccc1)N[C@@H](Cc1ccccc1)C(=O)O
→ i, i, i, i, i, i, i, i, i, i, i
[53] O=C(CCl)NC(=O)NC12CC3CC(CC(C3)C1)C2
→ i, i, i, i, i, i, i, i, i, i, -6*
[54] CCC(=O)c1c[nH]c(C(=O)NCc2cccc(C(F)(F)F)c2)c1
→ i, i, i, i, i, i, i, i, i, i, i
[55] Cc1c(NS(=O)(=O)c2ccc(F)cc2)c(=O)n(-c2ccccc2)n1C
→ i, i, i, i, i, i, i, i, i, i, i
[56] Cc1ccc(C2(C)NC(=O)N(CC(=O)Nc3ccc(N4CCOCC4)cc3N3CCOCC3)C2=O)cc1 (configuration not stated)
→ i, i, i, i, i, i, i, i, i, i, i
[57] Cc1cc(C)c(S(=O)(=O)Nc2cc(C)on2)c(C)c1
→ i, i, i, i, i, i, i, i, i, i, i
[58] CC(=O)N1/C(=C/c2ccc(N(C)C)cc2)C(=O)c2ccccc21
→ i, nt, nt, i, nt, i, i, i, i, nt, i
[59] CCCCCn1cnc2c(=S)nc(N)[nH]c21
→ i, nt, nt, i, nt, i, i, i, i, nt, i
[60] CC(=O)Nc1ccccc1OCC(=O)c1cc(C)n(Cc2cccs2)c1C
→ 72*, 48*, i, i, i, i, i, i, i, 100*, i

Remaining list, next part.
Every second line gives: TRPC4 act, MrgX1 ag, MrgX1 allo act, TRPC6 act, MrgX1 antag, TRPC6 inh, TRPC4 potent, ANO1 activ, RGS4 block, ANO1 block, TRPC4 block
[61] Nc1nc(Br)c2ccccc2c1-c1ccc(F)cc1
→ i, i, i, i, i, i, i, i, i, i, i
[62] CC(=O)c1cccc(NC(=S)NC(=O)CC(C)(C)C)c1
→ i, i, i, i, i, i, i, i, i, i, i
[63] O=C(Nc1nnc(SCc2ccccc2)s1)C1=COCCO1
→ i, i, i, i, i, i, i, i, i, i, i
[64] O=C(N/C(=C\c1ccccc1)C(=O)N1CCN(CCO)CC1)c1ccccc1
→ i, i, i, i, i, i, i, i, i, i, i
[65] O=C(Nc1ccccc1N1CCOCC1)c1cc(-c2ccco2)nc2ccccc12
→ i, i, i, i, i, i, i, i, i, i, i
